Mcl1 Bid PPI: Mcl-1/Bid binding inhibitors, primary screen, biochemical, TR-FRET, 1536-well; TR-FRET Mcl-1/Bid-Dy647 peptide binding; hit rate 0.97% among 220,000; Induced myeloid leukemia cell differentiation protein Mcl-1 (Homo sapiens), Q07820; AID 1021, 2008; inhibition, % at 21.7 µM;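 active = compounds that cut the binding signal by more than half at the single screening dose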;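 note: His-tagged Mcl-1 with europium anti-His antibody binding Bid BH3 peptide; 0% = Mcl-1 plus peptide wells and 100% = peptide-only wells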
Target sequence (Q07820 whole entry, looked up): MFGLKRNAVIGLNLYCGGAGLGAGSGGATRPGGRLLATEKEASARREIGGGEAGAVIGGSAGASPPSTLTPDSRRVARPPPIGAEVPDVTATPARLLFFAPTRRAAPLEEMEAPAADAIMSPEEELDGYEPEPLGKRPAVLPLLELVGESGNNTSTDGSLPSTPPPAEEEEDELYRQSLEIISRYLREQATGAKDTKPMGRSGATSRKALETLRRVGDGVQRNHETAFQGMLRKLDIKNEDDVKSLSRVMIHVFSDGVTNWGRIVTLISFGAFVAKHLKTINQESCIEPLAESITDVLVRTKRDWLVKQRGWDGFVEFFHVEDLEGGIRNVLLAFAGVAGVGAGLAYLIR
RGS8-Gao: RGS8-Galphao binding modulators, primary screen, biochemical, multiplexed bead flow cytometry. response (percent of control binding), % at 10 µM. actives lie on both sides. AID 1423, 2008. hit rate 0.34% among 220,000; in the data active = response below about 60% or above about 140%; inactive = in between;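 note: Galphao activated as the GDP aluminium fluoride complex binding bead-coupled RGS8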
Bim-Bcl-B: inhibitors of Bim-Bcl-B binding, primary screen, biochemical, multiplexed, human Bcl-2 family; Bcl-2-like protein 10 (Homo sapiens), Q9HD36; bead-based flow cytometry, Bim peptide-Bcl-B binding; inhibition, % at 10 µM; hit rate 0.073% among 190,000; AID 951, 2007;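 note: 0% = tracer peptide without compound and 100% = reference inhibitor peptide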
Target sequence (Q9HD36 whole entry, looked up): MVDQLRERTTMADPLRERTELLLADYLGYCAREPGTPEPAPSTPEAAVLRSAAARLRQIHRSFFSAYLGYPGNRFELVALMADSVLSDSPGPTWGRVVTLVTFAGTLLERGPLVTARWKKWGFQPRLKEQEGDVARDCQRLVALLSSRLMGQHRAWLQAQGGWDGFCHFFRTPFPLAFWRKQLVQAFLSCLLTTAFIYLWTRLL
Bcl-2 Bim block: inhibitors of Bim-Bcl-2 binding, primary screen, biochemical, multiplexed, human Bcl-2 family; inhibition, % at 10 µM; Bead-based flow cytometry, Bim peptide-Bcl-2 binding; AID 950, 2007; Apoptosis regulator Bcl-2 (Homo sapiens), P10415; hit rate 0.06% among 190,000; in the data active = inhibition above about 40%; inconclusive = no clear call, values can overlap the other calls;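 note: 0% = no compound wells with probe peptide and 100% = reference peptide inhibitor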
Target sequence (P10415 whole entry, looked up): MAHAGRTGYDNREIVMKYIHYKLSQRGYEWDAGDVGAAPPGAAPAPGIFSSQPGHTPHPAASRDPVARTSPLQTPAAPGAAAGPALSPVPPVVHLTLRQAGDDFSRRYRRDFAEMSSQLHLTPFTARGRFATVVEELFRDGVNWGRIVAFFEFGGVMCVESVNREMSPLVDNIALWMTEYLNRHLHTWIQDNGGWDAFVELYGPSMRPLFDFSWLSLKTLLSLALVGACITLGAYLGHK
RGS4-Gao reg: modulators of RGS4 binding to Galphao, primary screen, biochemical, multiplexed bead flow cytometry. Guanine nucleotide-binding protein G(o) subunit alpha (Homo sapiens), P09471. actives lie on both sides. binding response (% of control), % at 10 µM. hit rate 0.33% among 220,000; in the data active = binding response below about 49% or above about 150%; inactive = in between;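 note: fluorescent Galphao activated with aluminum fluoride binding bead-coupled RGS4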
Bim-Bfl-1: inhibitors of Bim binding to Bfl-1, primary screen, biochemical, multiplexed, bead-based flow cytometry. Bcl-2-related protein A1 (Homo sapiens), Q16548. AID 1008, 2008. inhibition, % at 10 µM. hit rate 0.12% among 190,000. Bim-Bfl-1 binding inhibition;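 note: 0% = wells without compound plus tracer and 100% = blocker peptide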
Bcl-XL Bim block: inhibitors of Bim-Bcl-XL binding, primary screen, biochemical, multiplexed, bead flow cytometry, human Bcl-XL; Bcl-2-like protein 1 (Homo sapiens), Q07817; Bim peptide-Bcl-XL binding, fluorescence; inhibition, % at 10 µM; hit rate 0.04% among 190,000; AID 1007, 2008
Target sequence (Q07817 whole entry, looked up): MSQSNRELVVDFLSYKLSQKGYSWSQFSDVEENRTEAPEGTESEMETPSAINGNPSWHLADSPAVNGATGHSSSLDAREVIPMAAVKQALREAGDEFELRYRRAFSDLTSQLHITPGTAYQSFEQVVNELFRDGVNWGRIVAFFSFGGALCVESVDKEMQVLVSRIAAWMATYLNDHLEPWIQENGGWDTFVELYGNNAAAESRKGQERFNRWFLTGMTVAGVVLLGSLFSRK
Bcl-W Bim block: inhibitors of Bim binding to Bcl-W, primary screen, biochemical, multiplexed, bead-based flow cytometry. Bcl-2-like protein 2 (Homo sapiens), Q92843. Bim peptide-Bcl-W binding. inhibition, % at 10 µM. hit rate 0.02% among 190,000. AID 952, 2007;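 note: 0% = bound tracer without compound and 100% = peptide blocker; higher means less fluorescent Bim peptide bound to Bcl-W beads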
Mcl1-Noxa inh: Mcl-1/Noxa binding inhibitors, primary screen, biochemical, TR-FRET, 1536-well; hit rate 1.5% among 220,000; Induced myeloid leukemia cell differentiation protein Mcl-1 (Homo sapiens), Q07820; inhibition, % at 21.7 µM; TR-FRET Mcl-1/Noxa peptide binding, 2 h;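 active = compounds that cut the protein-peptide binding signal by more than 50% relative to plate controls in a single-dose test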;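 note: His-tagged Mcl-1 with rhodamine Noxa BH3 peptide and terbium anti-His antibody; 0% = Mcl-1 plus Noxa peptide wells and 100% = peptide-only wells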
RGS7-Gao: RGS7-Galphao binding modulators, primary screen, biochemical, multiplexed bead flow cytometry; Guanine nucleotide-binding protein G(o) subunit alpha (Homo sapiens), P09471; actives lie on both sides; binding response (% of control), % at 10 µM; hit rate 0.35% among 220,000; AID 1439, 2008; in the data active = binding response below about 49% or above about 150%; inconclusive = no clear call, values can overlap the other calls; inactive = in between;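 note: fluorescent Galphao held in activated GDP-AlF4 state binding bead-coupled RGS7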
Mcl-1 Bim block: inhibitors of Bim peptide binding to Mcl-1, primary screen, biochemical, bead-based flow cytometry, multiplex. Induced myeloid leukemia cell differentiation protein Mcl-1 (Homo sapiens), Q07820. inhibition, % at 10 µM. AID 1009, 2008. Bim peptide-Mcl-1 binding. hit rate 0.1% among 190,000;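 note: 0% = no compound tracer wells and 100% = peptide blocker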
The depositor's hits bear a star; ? = inconclusive; nt = not tested or not shown. Cut-off read from the data, not from the text of the source, unless noted: active = inhibition above about 40%.

entry | molecule | Mcl1-Noxa inh | Bcl-W Bim block | Mcl-1 Bim block | RGS7-Gao | RGS4-Gao reg | Bcl-2 Bim block
1 | COc1ccc(OC)c(CNc2ccc([N+](=O)[O-])cc2C)c1 | 16 | 1 | 0 | 98 | 100 | 1
2 | Cn1c(CN2CCOCC2)nnc1SCC(=O)NC1CCCCC1 | -8 | -5 | -6 | 103 | 100 | -9
3 | Cc1ccc(-c2csc(NC(=O)C3=NN(C4CCS(=O)(=O)C4)C(=O)CC3)n2)cc1 (centres undefined) | 14 | nt | nt | ? | 88 | nt
4 | O=C(C1CCCN(S(=O)(=O)c2cnc[nH]2)C1)N1CCN(c2ccc(Cl)cc2)CC1 (centres undefined) | 14 | 0 | 0 | 100 | 99 | -4
5 | Cn1c(=O)[nH]c(=O)c2c1nc(SCCN1CCCCC1)n2CCCc1ccccc1 | 26 | 1 | -9 | 110 | 89 | -9
6 | O=C(Nc1cccc2oc(=O)ccc12)c1ccc([N+](=O)[O-])cc1[N+](=O)[O-] | 28 | 0 | 0 | 104 | 104 | 0
7 | O=C(COc1ccc(Br)cc1)Nc1ccc(Cc2ccncc2)cc1 | 10 | -3 | -2 | 101 | 100 | -5
8 | COC(=O)c1cccc(NC(=O)COC(=O)CSc2nc(C)cc(C)n2)c1 | 2 | -1 | 0 | 98 | 102 | 0
9 | N#C/C(=C\Nc1ccccc1SC(F)(F)F)c1nc(-c2ccc(Cl)cc2)cs1 | 9 | -3 | -2 | 98 | 99 | -6
10 | CCCn1c(=O)n(C)c(=O)c2c(SCC(=O)NCc3ccco3)nc(C3CC3)nc21 | 23 | 2 | 1 | 98 | 103 | -4

entry | Bcl-XL Bim block | Bim-Bfl-1 | RGS8-Gao | Bim-Bcl-B | Mcl1 Bid PPI
1 | 0 | 2 | 115 | 0 | -12
2 | -9 | -19 | 101 | -6 | -24
3 | nt | nt | 94 | nt | -21
4 | -1 | -12 | 98 | -3 | -34
5 | -8 | 0 | 86 | -39 | 9
6 | 3 | 2 | 104 | 0 | -59
7 | -2 | 0 | 101 | -6 | -21
8 | -1 | -1 | 98 | -3 | -23
9 | -9 | -2 | 98 | -10 | -20
10 | -23 | -6 | 101 | -6 | -21

Other entries
entry | molecule | Mcl1-Noxa inh | Bcl-W Bim block | Mcl-1 Bim block | RGS7-Gao | RGS4-Gao reg | Bcl-2 Bim block
11 | COc1ccc(CCn2c(NCc3ccco3)nc3c2c(=O)[nH]c(=O)n3C)cc1 | 8 | -1 | -2 | 96 | 95 | -1
12 | COc1ccc(C(=O)OCC(=O)Nc2ccc(OC(F)F)cc2)c(OC)c1 | -6 | 3 | 1 | 99 | 104 | -5
13 | Cc1ccccc1C1CC(c2ccc(F)cc2)Nc2nc(N)nn21 (centres undefined) | 15 | 3 | 0 | 102 | 107 | -1
14 | COc1cc(NC(=O)c2ccc(C(C)(C)C)cc2)c(OC)cc1NC(=O)CN1CCCCC1 | 13 | 0 | -1 | 106 | 101 | -2
15 | CN(C)c1ccc(/C=[N+](\[O-])C2SC(=S)N(C)C2(C)C)cc1 (centres undefined) | 3 | 1 | -2 | 97 | 98 | -11
16 | CN(c1ncnc(N)c1[N+](=O)[O-])C1CCS(=O)(=O)C1 (centres undefined) | -1 | -5 | -1 | 103 | 105 | -1
17 | O=C(NCCCN1CCN(CCCNC(=O)c2cc([N+](=O)[O-])ccc2Cl)CC1)c1cc([N+](=O)[O-])ccc1Cl | 25 | 13 | 2 | 131 | 129 | 10
18 | CC(C)(Oc1ccc(Br)cc1)C(=O)N1CCc2ccccc21 | -12 | -6 | -1 | 96 | 99 | -1
19 | CC1=NOC2(C1)/C(=N/O)CCC/C2=N\O (centres undefined) | 19 | 7 | 1 | 100 | 102 | -2
20 | NC(=O)C(=O)NN=C1C2CC3CC(C2)CC1C3 | 14 | 0 | 0 | ? | 99 | -3

entry | Bcl-XL Bim block | Bim-Bfl-1 | RGS8-Gao | Bim-Bcl-B | Mcl1 Bid PPI
11 | -1 | -1 | 100 | 0 | 5
12 | -1 | -14 | 99 | -4 | -24
13 | -2 | -5 | 103 | -3 | -9
14 | 0 | -6 | 103 | 0 | -17
15 | 4 | -9 | 98 | -7 | -27
16 | -6 | -3 | 103 | -1 | -13
17 | 13 | 2 | 115 | 78* | 20
18 | -4 | -2 | 96 | -6 | 0
19 | 1 | -8 | 101 | -5 | -11
20 | -4 | 1 | 101 | -5 | -26

Quoted from above: compounds 11–16
entry | molecule | Mcl1-Noxa inh | Bcl-W Bim block | Mcl-1 Bim block | RGS7-Gao | RGS4-Gao reg | Bcl-2 Bim block
11 | COc1ccc(CCn2c(NCc3ccco3)nc3c2c(=O)[nH]c(=O)n3C)cc1 | 8 | -1 | -2 | 96 | 95 | -1
12 | COc1ccc(C(=O)OCC(=O)Nc2ccc(OC(F)F)cc2)c(OC)c1 | -6 | 3 | 1 | 99 | 104 | -5
13 | Cc1ccccc1C1CC(c2ccc(F)cc2)Nc2nc(N)nn21 (centres undefined) | 15 | 3 | 0 | 102 | 107 | -1
14 | COc1cc(NC(=O)c2ccc(C(C)(C)C)cc2)c(OC)cc1NC(=O)CN1CCCCC1 | 13 | 0 | -1 | 106 | 101 | -2
15 | CN(C)c1ccc(/C=[N+](\[O-])C2SC(=S)N(C)C2(C)C)cc1 (centres undefined) | 3 | 1 | -2 | 97 | 98 | -11
16 | CN(c1ncnc(N)c1[N+](=O)[O-])C1CCS(=O)(=O)C1 (centres undefined) | -1 | -5 | -1 | 103 | 105 | -1

entry | Bcl-XL Bim block | Bim-Bfl-1 | RGS8-Gao | Bim-Bcl-B | Mcl1 Bid PPI
11 | -1 | -1 | 100 | 0 | 5
12 | -1 | -14 | 99 | -4 | -24
13 | -2 | -5 | 103 | -3 | -9
14 | 0 | -6 | 103 | 0 | -17
15 | 4 | -9 | 98 | -7 | -27
16 | -6 | -3 | 103 | -1 | -13

Further results.
entry | molecule | Mcl1-Noxa inh | Bcl-W Bim block | Mcl-1 Bim block | RGS7-Gao | RGS4-Gao reg | Bcl-2 Bim block
21 | CCOC(=O)c1c(C)[nH]c(C(=O)Cn2nnc(-c3ccccc3Cl)n2)c1C | -10 | -1 | 0 | 100 | 104 | 1
22 | Cc1cccc(OCc2n[nH]c(=S)n2Cc2ccccc2)c1 | 34 | 0 | 0 | 99 | 99 | -3
23 | CCOC(=O)NC(=O)/C(C#N)=N\Nc1cccc(OC)c1 | 19 | 0 | 3 | 102 | 102 | 1
24 | Cc1[nH]c2ccccc2c1/C=N/NC(=O)CCC(=O)Nc1ccccc1 | 27 | 1 | -1 | 121 | 115 | -3
25 | Cc1ccc2nc(N(CCCN(C)C)C(=O)c3ccc(Br)s3)sc2c1 | 0 | -2 | -4 | 96 | 103 | 3
26 | Cc1ccccc1NC(=O)N1C2CCCC1CC(NC(=O)C(C)(C)C)C2 (centres undefined) | 2 | 1 | -55 | 101 | 100 | -11
27 | CCOC(=O)c1c(NC(=S)N2CCOCC2)sc(C)c1C | 0 | nt | nt | ? | 92 | nt
28 | CC(=O)Nc1ccc(S(=O)(=O)NNC(=O)c2ccc(S(=O)(=O)N3CCCCC3)cc2)cc1 | -7 | 0 | 1 | 99 | 98 | 0
29 | CC1(C)OC(=O)C(=CNc2cccc(C(=O)O)c2)C(=O)O1 | 14 | -2 | -1 | 96 | 95 | 0
30 | COC(=O)NNC(=O)c1ccc(Cl)cc1Cl | 25 | -5 | -3 | 98 | 101 | -4

entry | Bcl-XL Bim block | Bim-Bfl-1 | RGS8-Gao | Bim-Bcl-B | Mcl1 Bid PPI
21 | -1 | 1 | 100 | 1 | -25
22 | -6 | 0 | 99 | -10 | -48
23 | 1 | -5 | 104 | 1 | -41
24 | 0 | -3 | 99 | -2 | -45
25 | 0 | 5 | 101 | 0 | -11
26 | -15 | -10 | 102 | -21 | -9
27 | nt | nt | 97 | nt | -19
28 | 1 | -1 | 88 | 0 | -26
29 | -1 | 0 | 91 | -1 | -2
30 | -7 | -1 | 101 | -5 | -15

(more compounds)
entry | molecule | Mcl1-Noxa inh | Bcl-W Bim block | Mcl-1 Bim block | RGS7-Gao | RGS4-Gao reg | Bcl-2 Bim block
31 | COc1ccc(NC(=O)CCCn2cc([N+](=O)[O-])cn2)cc1 | 0 | 0 | 0 | 102 | 103 | -2
32 | COc1ccc(S(=O)(=O)N2CCCCC2)cc1NC(=O)CN(C)C1CCCCC1 | 15 | -4 | -7 | 104 | 104 | -1
33 | O=C(Nc1ccc2nsnc2c1)c1cccs1 | -9 | -1 | -2 | 98 | 99 | -1
34 | CCC(=O)c1ccc(N2CCN(C(=O)c3ccc(Br)cc3)CC2)c(F)c1 | 16 | 0 | -2 | 104 | 105 | -8
35 | COC(=O)C1=CN(CCCN2CCCC2=O)C=C(C(=O)OC)C1c1cccs1 | 11 | -1 | -1 | 101 | 104 | 1
36 | COc1ccc(C(=O)COC(=O)c2nn(C)c(=O)c3ccccc23)c(OC)c1 | 2 | -2 | -1 | 104 | 109 | 0
37 | COc1ccc(NC(=O)CN2C(=O)C(C)Oc3ccccc32)cc1 (centres undefined) | -2 | 0 | 0 | 110 | 106 | -11
38 | CCOC(=O)c1oc2c(O)c(O)ccc2c(=O)c1-c1nncn1-c1ccccc1 | -2 | -2 | -6 | 92 | 98 | -8
39 | O=C(O)c1cc(Cl)nc2ccccc12 | 19 | nt | nt | ? | 103 | nt
40 | Cc1ccc(S(=O)(=O)N2CCOCC2)cc1NC(=O)CN(C)C1CCS(=O)(=O)C1 (centres undefined) | -4 | nt | nt | ? | 103 | nt
41 | COc1ccc(Nc2c([N+](=O)[O-])ccc3c2=NC2(CCCCC2)N=3)cc1 | 10 | 2 | 2 | 97 | 98 | 0
42 | COc1ccccc1C(=O)NCC(=O)N/N=C/c1cc(Br)ccc1OCc1ccccc1 | 11 | -5 | -9 | 103 | 103 | -5
43 | Cc1nn(Cc2ccccc2Cl)c2sc(C(=O)NCc3ccc4c(c3)OCO4)cc12 | -4 | 3 | 0 | 103 | 101 | -12

entry | Bcl-XL Bim block | Bim-Bfl-1 | RGS8-Gao | Bim-Bcl-B | Mcl1 Bid PPI
31 | -2 | -3 | 101 | -4 | 47
32 | -2 | -7 | 105 | -5 | -13
33 | -1 | 0 | 98 | -1 | -25
34 | -1 | -11 | 105 | -9 | 15
35 | 2 | 2 | 104 | 0 | -105
36 | 0 | -5 | 106 | -1 | -28
37 | -1 | -14 | 112 | -7 | 1
38 | -7 | -15 | 98 | -8 | -22
39 | nt | nt | 102 | nt | 3
40 | nt | nt | 101 | nt | 24
41 | -3 | 3 | 101 | -2 | -32
42 | -10 | -4 | 88 | -11 | 2
43 | 6 | -11 | 100 | -4 | -26

Screening data (PubChem BioAssay)
